# Bioassay records from PubChem BioAssay.
# RGS4-Gao reg – human RGS4-Galphao interaction regulation; P09471; Multiplexed bead flow cytometry, RGS4-Galphao binding; actives lie on both sides; binding response (% of control), % at 10 µM; hit rate 0.33% among 220,000; in the data active = binding response below about 49% or above about 150%; inactive = in between;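 also: fluorescent Galphao activated with aluminum fluoride binding bead-coupled RGS4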
# Bfl-1 Bim block – inhibitors of Bim-Bfl-1 interaction, human; hit rate 0.12% among 190,000; Q16548; inhibition, % at 10 µM; Bead-based flow cytometry, Bim-Bfl-1 binding inhibition;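 also: 0% = wells without compound plus tracer and 100% = blocker peptide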
# RGS8-Gao – human RGS8-Galphao interaction regulation; P09471; multiplexed bead flow cytometry, RGS8-Galphao binding; actives lie on both sides; hit rate 0.34% among 220,000; response (percent of control binding), % at 10 µM; in the data active = response below about 60% or above about 140%; inactive = in between;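 also: Galphao activated as the GDP aluminium fluoride complex binding bead-coupled RGS8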
# Bcl-XL Bim block – disrupts Bim peptide binding to human Bcl-XL | Q07817 | bead flow cytometry, fluorescence | inhibition, % at 10 µM | hit rate 0.04% among 190,000 | AID 1007
# Target sequence (Q07817 whole entry, looked up): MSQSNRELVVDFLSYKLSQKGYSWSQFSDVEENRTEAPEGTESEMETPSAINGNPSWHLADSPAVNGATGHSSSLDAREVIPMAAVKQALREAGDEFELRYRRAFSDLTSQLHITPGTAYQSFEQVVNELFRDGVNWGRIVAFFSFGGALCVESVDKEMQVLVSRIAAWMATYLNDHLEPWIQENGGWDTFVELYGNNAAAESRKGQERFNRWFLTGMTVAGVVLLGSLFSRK
# ABCB1 block – blocks JC-1 efflux by human ABCB1 transporter; P08183; CCRF-Adr cells, flow cytometry; inhibition, % at 6.6 µM; hit rate 0.067% among 190,000; AID 1326; in the data active = inhibition above about 40%;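 also: 0% = vehicle and 100% = reference inhibitor; higher value means more JC-1 retained so stronger ABCB1 efflux block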
# Bcl-2 Bim block – inhibitors of Bim-Bcl-2 interaction, human; Bead-based flow cytometry, Bim peptide-Bcl-2 binding; inhibition, % at 10 µM; hit rate 0.06% among 190,000; AID 950; in the data active = inhibition above about 40%; inconclusive = no clear call, values can overlap the other calls;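 also: 0% = no compound wells with probe peptide and 100% = reference peptide inhibitor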
# RGS7-Gao reg – human RGS7-Galphao interaction regulation; P09471; Multiplexed bead flow cytometry, RGS7-Galphao binding; actives lie on both sides; binding response (% of control), % at 10 µM; hit rate 0.35% among 220,000; AID 1439; in the data active = binding response below about 49% or above about 150%; inconclusive = no clear call, values can overlap the other calls; inactive = in between;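 also: fluorescent Galphao held in activated GDP-AlF4 state binding bead-coupled RGS7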
# Bim-Bcl-W – inhibitors of Bim-Bcl-W interaction, human | hit rate 0.02% among 190,000 | bead-based flow cytometry, Bim peptide-Bcl-W binding | Q92843 | inhibition, % at 10 µM;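 also: 0% = bound tracer without compound and 100% = peptide blocker; higher means less fluorescent Bim peptide bound to Bcl-W beads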
# Target sequence (Q92843 whole entry, looked up): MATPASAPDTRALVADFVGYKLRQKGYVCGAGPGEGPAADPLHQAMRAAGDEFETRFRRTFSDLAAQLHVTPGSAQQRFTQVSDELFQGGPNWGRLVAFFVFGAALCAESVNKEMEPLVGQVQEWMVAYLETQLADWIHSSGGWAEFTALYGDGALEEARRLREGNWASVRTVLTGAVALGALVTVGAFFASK
# Bim-Bcl-B – inhibitors of Bim-Bcl-B interaction, human. inhibition, % at 10 µM. hit rate 0.073% among 190,000. Q9HD36. bead-based flow cytometry, Bim peptide-Bcl-B binding. AID 951;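 also: 0% = tracer peptide without compound and 100% = reference inhibitor peptide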
# ABCG2 inh – human ABCG2 inhibition, ABCB1 as counter-screen; Q9UNQ0; IgMXP3 cells, JC-1 efflux, flow cytometry; inhibition, % at 6.6 µM; hit rate 0.1% among 190,000; AID 1325;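 active = inhibition above 80%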;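 also: 0% = DMSO and 100% = nicardipine control wells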
# Target sequence (Q9UNQ0 whole entry, looked up): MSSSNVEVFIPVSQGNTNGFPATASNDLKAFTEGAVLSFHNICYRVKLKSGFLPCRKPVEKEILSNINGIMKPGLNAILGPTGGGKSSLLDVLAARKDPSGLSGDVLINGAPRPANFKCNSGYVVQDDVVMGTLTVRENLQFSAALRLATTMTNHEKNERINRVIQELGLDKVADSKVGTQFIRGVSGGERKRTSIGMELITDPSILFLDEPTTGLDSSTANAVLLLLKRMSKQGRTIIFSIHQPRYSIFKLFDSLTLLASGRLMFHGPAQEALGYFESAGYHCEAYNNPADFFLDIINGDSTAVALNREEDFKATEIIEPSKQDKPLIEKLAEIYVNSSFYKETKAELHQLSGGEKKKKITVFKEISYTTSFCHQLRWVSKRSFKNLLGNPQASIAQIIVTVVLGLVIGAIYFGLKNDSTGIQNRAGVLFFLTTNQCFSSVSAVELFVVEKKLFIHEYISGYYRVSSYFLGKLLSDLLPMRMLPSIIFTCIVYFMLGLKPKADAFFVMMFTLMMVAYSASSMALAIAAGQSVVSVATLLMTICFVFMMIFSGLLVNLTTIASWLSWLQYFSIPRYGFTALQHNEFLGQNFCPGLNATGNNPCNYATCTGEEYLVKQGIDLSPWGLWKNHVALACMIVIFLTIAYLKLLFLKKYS
#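 Test system: IgMXP3 (ABCG2) plus far-red-tagged CCRF-Adr (ABCB1) cells. Reagent: JC-1 dye as substrate. Timing: 10 min exposure at 25 °C with rotation, no wash. Measured by: flow cytometric JC-1 green MFI at 530 nm. Read-out: percent efflux inhibition, scaled nicardipine 100% to DMSO 0%. Control set: nicardipine and DMSO wells.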
# Bim-Mcl-1 – disrupts Bim peptide binding to human Mcl-1 | Bead-based flow cytometry, Bim peptide-Mcl-1 binding | hit rate 0.1% among 190,000 | AID 1009 | inhibition, % at 10 µM | Q07820;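 also: 0% = no compound tracer wells and 100% = peptide blocker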
# * marks the source's active call; other numbers are inactive results; u = inconclusive. Rule as the data show it, unless noted: active = inhibition above about 40%.
# Start of the data: the first three entries, to show the layout:
SMILES,RGS4-Gao reg,Bfl-1 Bim block,RGS8-Gao,Bcl-XL Bim block,ABCB1 block,Bcl-2 Bim block,RGS7-Gao reg,Bim-Bcl-W,Bim-Bcl-B,ABCG2 inh,Bim-Mcl-1
Cc1cc(N)n(-c2ccc(C(=O)O)cc2)n1,100.8,4.0,98.0,0.0,0.1,3.0,102.2,1.0,3.0,-0.1,2.0
O=C(NC(Cc1c[nH]c2ccccc12)C(=O)O)c1ccccc1 (stereo unspecified),99.2,-10.0,99.9,-3.0,0.6,-5.0,97.9,1.0,-9.0,1.5,-3.0
Cc1ccc(-c2csc(N3CCC(NS(=O)(=O)c4ccc5c(c4)OCCO5)CC3)n2)cc1,94.9,-3.0,100.5,0.0,0.7,-1.0,96.3,0.0,-5.0,4.8,0.0

# The list itself, from the start:
SMILES,RGS4-Gao reg,Bfl-1 Bim block,RGS8-Gao,Bcl-XL Bim block,ABCB1 block,Bcl-2 Bim block,RGS7-Gao reg,Bim-Bcl-W,Bim-Bcl-B,ABCG2 inh,Bim-Mcl-1
Cc1cc(N)n(-c2ccc(C(=O)O)cc2)n1,100.8,4.0,98.0,0.0,0.1,3.0,102.2,1.0,3.0,-0.1,2.0
O=C(NC(Cc1c[nH]c2ccccc12)C(=O)O)c1ccccc1 (stereo unspecified),99.2,-10.0,99.9,-3.0,0.6,-5.0,97.9,1.0,-9.0,1.5,-3.0
Cc1ccc(-c2csc(N3CCC(NS(=O)(=O)c4ccc5c(c4)OCCO5)CC3)n2)cc1,94.9,-3.0,100.5,0.0,0.7,-1.0,96.3,0.0,-5.0,4.8,0.0
CC1CC(C)CN(CCCNC(=O)Cn2ncc3c(=O)oc4ccccc4c32)C1 (stereo unspecified),101.7,-11.0,99.7,-4.0,-3.0,-7.0,105.3,1.0,-5.0,-3.5,-2.0
CC1CCc2nn(CC(=O)N3CCN(C(=O)c4ccco4)CC3)cc2C1 (stereo unspecified),104.2,-11.0,104.0,-9.0,0.5,-6.0,101.1,-9.0,-11.0,4.2,-5.0
O=C1c2ccccc2C(=O)N1CCCCN(C(=O)c1cc([N+](=O)[O-])ccc1Cl)c1ccc(Cl)cc1,102.8,0.0,98.8,-7.0,30.9,0.0,108.2,-3.0,-5.0,15.5,0.0
COc1cccc(N(CC(=O)Nc2cccnc2)S(C)(=O)=O)c1,98.8,0.0,98.4,-1.0,0.2,0.0,98.3,0.0,-1.0,0.7,1.0
CCCCc1nnc(NC(=O)C(C)Sc2nc(N)cc(=O)[nH]2)s1 (stereo unspecified),102.0,-2.0,102.1,-3.0,0.3,-4.0,103.1,-3.0,-3.0,2.4,-4.0
Cc1ccc(-n2ncc3c(NCC4CCCO4)ncnc32)c(C)c1 (stereo unspecified),103.1,-12.0,101.0,-5.0,0.5,-8.0,103.9,-2.0,-5.0,2.3,0.0
CCOc1cc(C(=O)NCCN2C(=O)S/C(=C\c3cccnc3)C2=O)cc(OCC)c1OCC,99.2,-7.0,100.1,-4.0,0.3,-1.0,108.8,-3.0,-10.0,4.4,-2.0
COC(=O)c1c(S(N)(=O)=O)c2ccccc2n1C,99.3,1.0,99.1,0.0,0.4,2.0,103.0,0.0,4.0,3.3,-1.0
O=C(O)CSc1nnc(CSc2nc3ccccc3s2)n1-c1ccccc1,99.5,-3.0,100.1,0.0,0.1,0.0,99.9,1.0,-1.0,0.1,1.0
CCOC(=O)c1cnn(-c2ccccn2)c1N,113.2,4.0,112.5,2.0,0.1,5.0,114.1,1.0,1.0,3.1,0.0
Cc1ccc(S(=O)(=O)Nc2cc(C(=O)O)ccc2N2CCCCC2)cc1,102.7,-8.0,101.0,-13.0,0.3,-9.0,103.7,-1.0,-6.0,1.0,0.0
COC(=O)CN(C(=S)Nc1ccc(F)cc1)C1CC(=O)N(c2ccc(OC)cc2)C1=O (stereo unspecified),102.3,-18.0,101.8,-9.0,-0.1,-11.0,101.7,-2.0,-12.0,2.7,-5.0
COc1cc(NC(=S)NCCN2CCOCC2)cc(OC)c1OC,100.8,-6.0,101.5,-4.0,0.3,-2.0,101.6,-2.0,-4.0,0.4,-2.0
O=C(OC1CCOC1=O)c1ccc(-c2nc3ccccc3s2)s1 (stereo unspecified),97.5,-4.0,100.4,-2.0,0.3,-4.0,97.0,-3.0,-1.0,2.0,-2.0
CCCNCc1cc(OCC)c(OCC(=O)Nc2ccccc2)cc1Br,97.9,2.0,102.9,-1.0,0.1,0.0,103.5,0.0,-3.0,-0.1,0.0
CCOC(=O)C1CCC(CNCc2ccc(Cl)cc2)CC1 (stereo unspecified),101.2,1.0,103.3,0.0,0.3,-2.0,104.8,0.0,0.0,-1.0,-2.0
O=C(CSc1nnc2c3ccccc3c3ccccc3c2n1)Nc1ccccc1,95.1,-1.0,97.9,0.0,0.5,-3.0,102.5,-1.0,-1.0,-0.2,-3.0
Nc1cc(=O)nc(SCc2ccccc2)n1Cc1ccco1,96.8,-21.0,100.0,-9.0,-1.0,-9.0,97.6,0.0,-11.0,13.2,-2.0
c1ccc(-n2nnnc2N2CCOCC2)cc1,98.4,-18.0,98.8,-9.0,1.2,-10.0,100.5,-4.0,-7.0,15.0,-5.0
CC12CC3CC(C)(C1)CC(C(=O)NCc1ccco1)(C3)C2,101.6,-8.0,101.1,-5.0,1.6,-6.0,u,-2.0,-8.0,30.9,-5.0
Oc1ccc(/C=N/Nc2ccc3ccccc3c2)c(O)c1,100.6,-2.0,100.7,-1.0,-1.4,0.0,99.0,0.0,0.0,-3.7,0.0
O=C(/C=C/c1ccc(N2CCOCC2)cc1)c1ccccc1,98.8,-1.0,99.6,0.0,-0.3,3.0,102.1,-4.0,-7.0,1.1,0.0

# Carrying on.
SMILES,RGS4-Gao reg,Bfl-1 Bim block,RGS8-Gao,Bcl-XL Bim block,ABCB1 block,Bcl-2 Bim block,RGS7-Gao reg,Bim-Bcl-W,Bim-Bcl-B,ABCG2 inh,Bim-Mcl-1
COCCCNC(NC(=O)c1ccc(C)cc1)C(Cl)(Cl)Cl (stereo unspecified),101.3,-5.0,101.7,0.0,0.9,-4.0,97.5,-1.0,-3.0,5.4,-3.0
CCCCC1(Cc2cccc([N+](=O)[O-])c2)C(=O)N(c2ccccc2)N(c2ccccc2)C1=O,100.7,-2.0,100.5,-4.0,0.8,-2.0,99.0,0.0,-8.0,2.2,0.0
COC(=O)c1ccc(N2C(=O)C3CC(C)=C(C)CC3C2=O)cc1 (stereo unspecified),98.7,2.0,101.2,-1.0,1.9,-2.0,100.5,-6.0,-4.0,4.0,-5.0
Cc1ccc(OCC(=O)N/N=C/c2ccncc2)cc1,101.9,1.0,97.4,1.0,0.0,0.0,99.7,-2.0,0.0,1.2,-3.0
COc1ccc2cc(CN(CC3CCCO3)C(=S)Nc3ccccc3)c(=O)[nH]c2c1 (stereo unspecified),101.7,-6.0,101.8,-1.0,0.6,-4.0,98.3,-1.0,-4.0,3.5,0.0
O=C(NC(=S)Nc1ccc2c(c1)OCCO2)c1cccc2ccccc12,101.5,-1.0,103.6,-10.0,-0.6,-2.0,101.2,-6.0,-11.0,-1.6,-6.0
Cc1nc(NCCN2CCOCC2)c2nnn(Cc3ccccc3Cl)c2n1,101.0,-9.0,103.5,-5.0,0.4,-5.0,99.9,2.0,-3.0,0.2,0.0
O=C(/C=C/c1ccccc1)NC(=S)N1CCSCC1,103.1,-4.0,102.1,-1.0,0.7,0.0,104.7,-1.0,-8.0,2.4,-1.0
CCN(CC)C1=NC=CC(c2ccccc2)=CC1C (stereo unspecified),102.7,-1.0,102.5,0.0,0.2,0.0,101.7,0.0,-2.0,1.0,-2.0
COc1cc(NC(=S)NCc2ccc(S(N)(=O)=O)cc2)c(OC)cc1Cl,99.9,-11.0,98.0,-15.0,0.0,-7.0,103.2,-8.0,-32.0,0.0,-15.0
Cc1noc(NC(=O)c2ccccc2Cl)c1C#N,103.4,-14.0,103.3,-13.0,0.2,-6.0,97.9,0.0,-8.0,2.1,-3.0
CCN1CCN(CC(=O)c2c[nH]c3ccccc23)CC1,113.9,-2.0,110.5,-1.0,0.3,1.0,112.4,0.0,1.0,1.5,-4.0
Cc1ccc(/C=N/N2CCN(c3ccccc3)CC2)cc1,105.9,-8.0,106.1,-2.0,-0.1,-4.0,u,-1.0,-3.0,0.8,2.0
O=C(/C=C/c1ccco1)N1CCCC(c2ccccc2)C1 (stereo unspecified),101.2,-1.0,101.8,-1.0,0.0,0.0,102.9,-1.0,-5.0,-0.2,-1.0
O=C(NCCSc1c[nH]c2ccccc12)c1ccc(Br)o1,103.2,-13.0,104.4,-5.0,0.7,-12.0,100.0,0.0,-10.0,3.0,0.0
O=C(CNCc1cccs1)NC12CC3CC(CC(C3)C1)C2,98.8,-2.0,97.6,0.0,0.6,0.0,99.0,1.0,1.0,3.5,1.0
Cn1c(=O)cc(SCC(=O)NCC2COc3ccccc3O2)c2ccccc21 (stereo unspecified),107.2,-9.0,105.9,-12.0,0.2,-13.0,109.9,-4.0,-7.0,11.3,-8.0
CC(=O)c1sc(N/N=C\c2ccc(C)cc2)nc1C,102.3,2.0,101.8,-2.0,-0.4,-4.0,99.4,-1.0,-9.0,-3.8,-5.0
O=C(CCNC(=O)Cn1cnc2ccccc2c1=O)NCCC1=CCCCC1,99.1,2.0,98.5,0.0,-0.5,-3.0,100.6,-2.0,0.0,-0.7,0.0
COc1cccc(/C=N/n2c(N)c(S(=O)(=O)c3cccs3)c3nc4ccccc4nc32)c1OC,71.4,2.0,68.5,0.0,0.2,-5.0,74.3,0.0,0.0,0.0,-2.0
CC1CCc2nc3ccc(S(=O)(=O)N4CCC(C(=O)N5CCCCC5)CC4)cc3c(C(=O)O)c2C1 (stereo unspecified),101.6,-11.0,100.3,-3.0,-0.2,-3.0,99.9,1.0,-7.0,-0.8,0.0
Cc1ccc(S(=O)(=O)Nc2cc3c(C(=O)Nc4ccccc4)c(C)oc3c3ccccc23)cc1,99.4,-3.0,103.2,-7.0,-1.4,-7.0,98.8,-1.0,-6.0,-24.6,0.0
CS(=O)(=O)N1CCN(c2ccccc2NC(=O)c2ccc(Cl)cc2)CC1,106.3,-9.0,107.5,0.0,1.1,-5.0,103.2,1.0,-6.0,3.2,0.0
C=CCSc1nnc(NC(=O)COc2ccccc2)s1,100.6,-4.0,101.8,2.0,0.3,-1.0,u,1.0,-1.0,7.5,0.0
CCCN1C(=O)/C(=C/c2ccc3c(c2)OCO3)NC1=S,100.2,2.0,101.8,2.0,-0.5,5.0,94.4,4.0,-26.0,0.3,7.0
Cc1cc(OCC[N+]2(C)CCCCC2)nc2ccccc12,103.9,-12.0,103.6,-4.0,0.4,-11.0,100.9,0.0,-8.0,2.5,0.0
COc1ccc(C(=O)NCCN2CCOCC2)cc1OC,101.3,-3.0,102.0,-7.0,-0.3,0.0,99.5,-5.0,-3.0,1.7,-1.0
CC1CCN(C(=O)c2cc3ccccc3c(=O)o2)CC1,97.2,0.0,84.8,-4.0,0.5,-2.0,78.9,-2.0,-4.0,1.7,-1.0
O=C(Nc1ccccc1)N(Cc1ccccc1)C1=NCCS1,103.2,-18.0,98.8,-10.0,1.1,-14.0,101.4,-2.0,-12.0,7.4,-5.0
Fc1ccc(NC(=S)N2CCN(c3cccc(C(F)(F)F)c3)CC2)cc1,101.0,1.0,103.8,-7.0,1.1,-1.0,102.6,-4.0,-8.0,11.6,-5.0
